GPR151 activ: activators of human GPR151 | PathHunter beta-arrestin GPR151 cells, luminescence | activation, % at 11.2 µM | 650,000 tested, 1% active; in the data active = activation above about 4.9%;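 also: 0% = median of compound wells and 100% = cells with positive control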
FBW7 act: human FBW7 E3 ligase activation, primary screen; Q969H0; AlphaScreen FBW7–phospho-cyclin E peptide binding, activator screen; normalized activity (activation), % at 26.1 µM; 650,000 tested, 0.13% active; AID 1259310; in the data active = normalized activity above about 1.9%;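 also: purified mutant Fbw7 with reduced substrate affinity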
Target sequence (Q969H0 whole entry, looked up): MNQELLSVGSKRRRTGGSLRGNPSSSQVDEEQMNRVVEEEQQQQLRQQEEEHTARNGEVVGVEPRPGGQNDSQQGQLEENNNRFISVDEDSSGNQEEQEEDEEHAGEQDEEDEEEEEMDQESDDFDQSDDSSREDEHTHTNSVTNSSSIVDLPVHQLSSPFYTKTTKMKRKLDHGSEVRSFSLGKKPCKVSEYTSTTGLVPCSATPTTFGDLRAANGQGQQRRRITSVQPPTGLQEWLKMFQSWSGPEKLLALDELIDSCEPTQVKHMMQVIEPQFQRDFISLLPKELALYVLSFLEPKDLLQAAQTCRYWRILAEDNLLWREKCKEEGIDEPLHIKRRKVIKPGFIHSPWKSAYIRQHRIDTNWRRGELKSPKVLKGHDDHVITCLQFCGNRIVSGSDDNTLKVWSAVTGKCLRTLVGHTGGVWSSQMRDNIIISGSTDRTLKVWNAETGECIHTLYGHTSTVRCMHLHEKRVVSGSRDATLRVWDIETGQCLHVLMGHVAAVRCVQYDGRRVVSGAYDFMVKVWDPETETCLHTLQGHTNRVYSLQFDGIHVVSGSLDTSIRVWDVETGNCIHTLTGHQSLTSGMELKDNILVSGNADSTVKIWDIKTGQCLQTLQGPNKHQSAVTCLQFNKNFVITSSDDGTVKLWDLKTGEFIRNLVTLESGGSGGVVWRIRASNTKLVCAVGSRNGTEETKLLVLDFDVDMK
MITF primary: blocks human microphthalmia-associated transcription factor | O75030 | inhibition, % at 2.6 µM | AlphaScreen MITF homodimerization, bead proximity signal | 650,000 tested, 0.91% active; in the data active = inhibition above about 50%;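 also: 0% = vehicle wells with protein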
TEAD-YAP inh: TEAD-YAP interaction inhibition. HEK-TIYL cells, TEAD-Gal4/YAP UAS-luciferase luminescence. inhibition, % at 9.12 µM. 640,000 tested, 1.4% active. AID 1259422; in the data active = inhibition above about 32%;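 also: 0% = median of test compound wells and 100% = reference inhibitor wells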
Active calls of the source: *; . = no result given; & = joins results of further samples.

1. CCOC(=O)C1CCN(C(c2cccnc2)c2c(C)[nH]c3ccccc23)CC1 (configuration not stated)
2. COc1ccc(-c2ccc(SCC(=O)N(C(C)C)C(C)C)nn2)cc1
3. CC(/C=c1\sc2nc3ccccc3n2c1=O)=C\c1ccccc1
4. COc1ccc(-n2nc(C(=O)Nc3ccccc3C(F)(F)F)c3ccccc3c2=O)cc1
5. CCOC(=O)c1sc(=NC(=O)c2nc3ccccc3s2)n(C)c1C
6. COCCCNC(=O)C1Sc2nnc(-c3ccccc3)n2NC1c1ccc(C)cc1 (configuration not stated)
7. COc1ccccc1NC(=O)/C(=N/OCc1ccc(C#N)cc1)C(C)=O
8. CC(C)(C)C1CCc2c(sc(NC(=O)c3cc4nc(-c5ccco5)cc(C(F)(F)F)n4n3)c2C#N)C1 (configuration not stated)
Screen / compound no.,1,2,3,4,5,6,7,8
GPR151 activ,-2.6,-0.1,0.0,-1.5,-0.5,-0.7,-0.3,1.0
FBW7 act,0.2,0.2,-0.1,0.4,-0.1,0.0,0.0,0.0
MITF primary,17.0,22.6,11.3,12.4,0.9,4.1,-5.0,0.8
TEAD-YAP inh,1.7,-6.2,-8.4,1.6,-6.2,-3.7,-17.9,-5.0

9. COC(=O)CNC(=O)c1cc(OC)c(OC)c(OC)c1
10. Cc1ccc(Cl)cc1N1CCN(S(=O)(=O)N2CCCCC2)CC1
11. Cc1nc(/C=C/c2cccc([N+](=O)[O-])c2)n2ccccc12
12. CN1CCC(O)(c2ccc3c(c2)CN(Cc2ccc(F)cc2F)CCO3)CC1
13. O=C(COC(=O)c1ccc(NC(=O)c2ccc([N+](=O)[O-])cc2)cc1)c1ccc(F)cc1
14. COc1ccc(OC)c2c1sc(=NC(=O)c1ccccc1F)n2C
15. CSc1nsc(SC)c1C(N)=O
16. O=C(/C=C1\NCCNC1=O)/C=C/c1ccccc1
Screen / compound no.,9,10,11,12,13,14,15,16
GPR151 activ,0.2,-1.0,0.5,0.2,2.7,0.3,-1.0,0.2
FBW7 act,0.7,0.2,0.0,-0.1,0.1,0.0,0.0,0.3
MITF primary,8.7,10.1,10.6,-2.8,9.5,0.0,1.8,1.8
TEAD-YAP inh,7.3,2.2,-11.9,-6.1,9.8,0.7,4.8,21.6

17. Cn1c(-c2ccccc2)cn2cc(-c3cccc([N+](=O)[O-])c3)nc12
18. Cc1sc(NC(=O)c2cc3ccccc3oc2=O)c(C#N)c1C
19. CC1=C(C(=O)OC(C)(C)C)C(c2cccc(Br)c2)NC(=O)N1 (configuration not stated)
20. CN(C)c1ccc(Nc2nc(N3CCOCC3)c3ccccc3n2)cc1
21. Cc1nnc(C2CCCN(C(=O)NCc3ccc(Cl)cc3)C2)s1 (configuration not stated)
22. COc1ccccc1NC(=O)CSc1nnc2cc(C)c3ccccc3n12
23. CCCOc1ccc(C(=O)NCC2OCCc3ccccc32)cc1OC (configuration not stated)
24. COCCC(=O)Nc1ccc2c(c1)CN(Cc1ccoc1)CC2
Screen / compound no.,17,18,19,20,21,22,23,24
GPR151 activ,-8.2,-0.1,-1.4,1.2,-0.9,0.7,-0.3,0.0
FBW7 act,-0.3,0.0,0.0,-0.9,0.0,0.1,-0.1,0.0
MITF primary,2.7,-6.0,4.1,44.0,-3.4,-3.1,1.4,7.7
TEAD-YAP inh,98.8*,-8.1,-7.0,41.6*,-4.0,-3.9,-2.6,8.2

Part of the list above in a different format:
#	Structure	GPR151 activ	FBW7 act	MITF primary	TEAD-YAP inh
13	O=C(COC(=O)c1ccc(NC(=O)c2ccc([N+](=O)[O-])cc2)cc1)c1ccc(F)cc1	2.7	0.1	9.5	9.8
14	COc1ccc(OC)c2c1sc(=NC(=O)c1ccccc1F)n2C	0.3	0.0	0.0	0.7
15	CSc1nsc(SC)c1C(N)=O	-1.0	0.0	1.8	4.8
16	O=C(/C=C1\NCCNC1=O)/C=C/c1ccccc1	0.2	0.3	1.8	21.6
17	Cn1c(-c2ccccc2)cn2cc(-c3cccc([N+](=O)[O-])c3)nc12	-8.2	-0.3	2.7	98.8*
18	Cc1sc(NC(=O)c2cc3ccccc3oc2=O)c(C#N)c1C	-0.1	0.0	-6.0	-8.1
19	CC1=C(C(=O)OC(C)(C)C)C(c2cccc(Br)c2)NC(=O)N1 (configuration not stated)	-1.4	0.0	4.1	-7.0
20	CN(C)c1ccc(Nc2nc(N3CCOCC3)c3ccccc3n2)cc1	1.2	-0.9	44.0	41.6*
21	Cc1nnc(C2CCCN(C(=O)NCc3ccc(Cl)cc3)C2)s1 (configuration not stated)	-0.9	0.0	-3.4	-4.0
22	COc1ccccc1NC(=O)CSc1nnc2cc(C)c3ccccc3n12	0.7	0.1	-3.1	-3.9
23	CCCOc1ccc(C(=O)NCC2OCCc3ccccc32)cc1OC (configuration not stated)	-0.3	-0.1	1.4	-2.6
24	COCCC(=O)Nc1ccc2c(c1)CN(Cc1ccoc1)CC2	0.0	0.0	7.7	8.2

The list goes on.
25. N#C/C(=C\c1ccc(O)c(O)c1)C(=O)NCCCc1ccccc1
26. CCOC(=O)c1c(C)oc2c1c(C=NCCCC(=O)O)c(O)c1ccccc12
27. CC1(C)CC2(CC(C)(C)N1)OC(=O)N(CCO)C2(C)O (configuration not stated)
28. O=C(NCc1cccnc1)c1ccnc(N2CCN(c3ccccn3)CC2)c1
29. Cc1scc(C(=O)NCCc2ccc(S(N)(=O)=O)cc2)c1-c1ccccc1
30. CCN(c1ccccc1)S(=O)(=O)c1nnc(NC(=O)c2ccccc2OC)s1
31. O=S(=O)(c1cccc2cccnc12)N1CCc2ccccc21
32. CCSc1nnc(-c2cccc(S(=O)(=O)N(C)C)c2)n1-c1cccc(C)c1
Screen / compound no.,25,26,27,28,29,30,31,32
GPR151 activ,-0.8&-1.1,-0.4,-1.6,0.3,-0.1,5.0*,1.1,0.6
FBW7 act,0.0&-0.3,0.0,-0.1,-0.1,0.3,-0.2,-0.1,0.0
MITF primary,-30.3&4.2,4.9,-0.4,-0.3,5.8,-9.0,-4.2,-0.2
TEAD-YAP inh,-5.4,4.4,-13.0,-7.8,7.0,2.9,-4.0,-5.8

33. COc1ccc(OC)c(N(CC(=O)NCc2ccccc2Cl)S(C)(=O)=O)c1
34. O=C(CSc1nnc(-c2ccncc2)n1-c1ccccc1)NC(=O)NCc1ccccc1
35. COc1ccc([N+](=O)[O-])cc1S(=O)(=O)Nc1ccc(C)cc1C
36. O=C(c1nc2ccccn2c1CNCc1cccc2[nH]ccc12)N1CCOCC1
37. COc1cc(Nc2ncnc3nc(Nc4ncccn4)[nH]c23)cc(OC)c1OC
38. COc1ccc(-n2nc(C(=O)NCC(=O)N3CCCC3)c3ccccc3c2=O)cc1
39. CS(=O)(=O)N1CCN(C(=O)Nc2cccc(Cl)c2Cl)CC1
40. O=C(O)c1cnc2[nH]c3ccccc3n2c1=O
Screen / compound no.,33,34,35,36,37,38,39,40
GPR151 activ,1.9,-0.9,0.5,-0.1,1.0,0.3,-2.2,-2.5
FBW7 act,0.0,-0.1,0.4,0.1,-0.3,0.1,0.1,0.0
MITF primary,-14.6,3.5,4.0,10.9,-2.7,7.4,9.8,-0.1
TEAD-YAP inh,-3.4,-2.3,7.1,-3.8,3.0,-2.3,10.8,5.3

41. O=[N+]([O-])c1ccc(N2CCCC2)cc1N1CCN(Cc2ccccc2)CC1
42. CCN(CC)S(=O)(=O)c1ccc(NC(=O)C(c2ccccc2)c2ccccc2)cc1
43. COc1nc(NCc2nc3ccccc3[nH]2)nc(-c2ccc(C(N)=O)cc2)n1
44. O=C(O)c1ccccc1NS(=O)(=O)c1cc([N+](=O)[O-])ccc1N/N=C/c1ccsc1
45. COc1ccc(NC(=O)CN2C(=O)CCc3ccccc32)cc1
46. CCc1ccc(NC(=O)CSc2c(CC(C)C)cnc3c2c(=O)n(C)c(=O)n3C)cc1
47. CCOC(=O)C1=C(C)NC2=C(C(=O)c3ccccc32)C1c1ccccc1OC (configuration not stated)
48. O=C(Nc1ccccc1C(=O)Nc1ccccc1)c1ccccc1Cl
Screen / compound no.,41,42,43,44,45,46,47,48
GPR151 activ,0.9,-0.6,-0.6,0.2,-0.1,0.6,-2.0&0.2,0.0
FBW7 act,-0.4,-0.1,0.0,0.2,0.0,0.6,0.1&-0.4,0.0
MITF primary,7.7,-3.9,9.9,-1.3,-8.0,16.1,4.2&8.8,11.8
TEAD-YAP inh,14.1,8.6,-1.5,-9.2,1.8,3.0,6.1&4.2,4.6

49. COc1ccc(-c2ccc(NCC(F)(F)F)nc2)cc1
50. C=CCO[C@H]1[C@H](NC(=O)COC)c2ccccc2C12CCN(Cc1nccs1)CC2
51. CCOC(=O)c1ccccc1NC(=O)CN(c1ccccc1OCC)S(C)(=O)=O
52. C[C@H](N=C1NS(=O)(=O)c2ccccc21)C(=O)OCC(=O)Nc1ccc(C(N)=O)cc1
53. CCc1ccc(NC(=O)C(NS(=O)(=O)c2ccc3c(c2)CCN3C(C)=O)C(C)C)cc1 (configuration not stated)
54. CC1CCC(N2C(=O)C3C(C(=O)Nc4ccc(C(C)C)cc4)C4C=CC3(O4)C2C(=O)NC2CCCCC2)CC1 (configuration not stated)
55. Cc1ccc(OCC(=O)N/N=C/c2cc(I)ccc2O)c(C)c1
56. O=C(Nc1ccc(F)cc1)c1cc([N+](=O)[O-])ccc1Cl
Screen / compound no.,49,50,51,52,53,54,55,56
GPR151 activ,-0.5,-0.3,1.0,0.6,1.6,-0.3,-0.2,-2.2
FBW7 act,0.1,-0.1,0.0,0.1,0.1,0.1,0.1,0.7
MITF primary,4.2,23.4,-8.3,0.0,2.9,-3.0,-3.2,21.5
TEAD-YAP inh,-68.4,7.3,-10.7,-4.2,2.7,4.5,14.0,32.7*

57. CCOC(=O)N1CCC(N2CCN(Cc3cccs3)C(CCO)C2)CC1 (configuration not stated)
58. COc1cc(/C=C/c2ccc(Cl)cc2)cc(OC)c1
59. O=C(Nc1ccc([N+](=O)[O-])cc1)NC1CCCc2ccccc21 (configuration not stated)
60. O=C(C1CC(CCc2ccccc2)=NO1)N1CCCC(c2nc3ccccc3o2)C1 (configuration not stated)
61. CCOC(=O)CSc1nc(-c2ccccc2)cc(-c2ccc(Cl)cc2)c1C#N
62. COC(=O)c1ccc(N2C(=O)c3ccc(S(=O)(=O)c4ccc(C(=O)O)cc4)cc3C2=O)cc1
63. COc1ccc(C2CC(c3c(-c4ccccc4)c4cc(Br)ccc4[nH]c3=O)=NN2C(C)=O)cc1 (configuration not stated)
64. O=C(NCc1n[nH]c(=S)n1-c1ccc(Br)cc1)c1ccc(S(=O)(=O)N2CCCC2)cc1
Screen / compound no.,57,58,59,60,61,62,63,64
GPR151 activ,-1.4,-1.9,-0.6,1.3,-0.1,-0.1,1.6,1.0
FBW7 act,-0.1,.,-0.2,0.3,-0.1,-0.1,-0.2,0.0
MITF primary,-3.6,5.1,7.5,22.2,6.7,2.3,1.8,3.2
TEAD-YAP inh,-8.1,.,8.6,6.7,4.2,4.4,15.5,-10.1

65. COc1cccc(COCC(O)CN2CCC(C(N)=O)CC2)c1 (configuration not stated)
66. Cc1ccc(-c2csc(N3N=C(c4ccccc4)CC3c3ccccc3)n2)cc1C (configuration not stated)
67. COc1ccc(Cl)cc1C(=O)Nc1cccc(-c2ccc3nncn3n2)c1
68. COc1ccccc1-c1cn(S(=O)(=O)c2ccccc2)nc1N
69. C=CCOC(=O)C1=C(C)NC(=O)NC1c1cn(-c2ccccc2)nc1-c1ccc(OCC)cc1 (configuration not stated)
70. Cc1ccccc1NC(=O)c1cccc(S(=O)(=O)N2CCCCCC2)c1
71. O=C(Nc1c(F)cccc1F)C1COc2ccccc2O1 (configuration not stated)
72. Cn1cc(CN[C@H]2C[C@H]3C(=O)N[C@@H](COCc4ccccc4)C(=O)N3C2)c(-c2ccccc2)n1
Screen / compound no.,65,66,67,68,69,70,71,72
GPR151 activ,2.2,0.5,2.5,-1.7,-0.5,-1.0,-0.4,-0.2
FBW7 act,-0.1,0.3,0.6,0.0,0.1,-0.1,-0.7,-0.1
MITF primary,-5.5,15.2,12.2,-6.1,4.5,-0.3,-13.8,-3.8
TEAD-YAP inh,6.3,-5.2,3.3,-5.0,-0.2,-8.7,-21.0,-7.9

73. Cc1nc(NC2CCN(C(=O)c3cccc(N(C)C)c3)CC2)[nH]c(=O)c1C
74. O=C(NCc1ccncc1)c1ccc(OC2CCN(CC3CC=CCC3)CC2)cc1 (configuration not stated)
75. Cc1ccc(-c2nnc(SCC(=O)Nc3ccccc3N3CCOCC3)o2)cc1
76. C#Cc1cccc(NC(=O)c2ccccc2)c1
77. Cc1ccc2c(C)nc(N3CCCC(C(=O)N(C)Cc4ccsc4)C3)nc2c1 (configuration not stated)
Screen / compound no.,73,74,75,76,77
GPR151 activ,-0.8,-0.8,5.1*,-5.9,2.0
FBW7 act,0.2,-0.1,0.1,0.1,0.1
MITF primary,14.5,14.6,11.9,13.3,0.7
TEAD-YAP inh,4.5,6.3,-6.2,-41.2,2.7

Results in sequence from above:
Entries 73–77 in FBW7 act, in turn: 0.2, -0.1, 0.1, 0.1, 0.1
Entries 73–77 in MITF primary, in turn: 14.5, 14.6, 11.9, 13.3, 0.7
Entries 73–77 in TEAD-YAP inh, in turn: 4.5, 6.3, -6.2, -41.2, 2.7
